Source: PubChem BioAssay
M1 PAM parental: nonselective calcium activators in parental CHO-K1 cells, primary screen, counter-screen for M1 PAM project, cell-based, Fluo-8 calcium fluorescence, full deck, 1536-well; ATP EC20; 0% at ATP EC20, 100% at ATP max; activation, % at 3 µM; 360,000 compounds, 0.02% hits;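 active = activation above the run cutoff, the mean activation of all test compounds plus 3 SD, cut at about 40% in these data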;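 note: peak over basal fluorescence ratio in a 140 s read after ATP addition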
OXTR potentiator: human OXTR potentiators, primary screen, fluorescence, CHO-OTR cells, Fluo-8 calcium. Oxytocin receptor (Homo sapiens), P30559. Fluo-8 calcium fluorescence, potentiator mode; 0% = oxytocin EC15, 100% = EC100. activation, % at 3 µM. 320,000 compounds, 0.061% hits. AID 2445, 2010;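 active = activation above that plate's cutoff, the mean activation of tested compounds plus 3 SD, cut at about 6.6% in these data, passing the limit was not always enough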;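 note: 100% uses oxytocin at 75 nM as the full agonist control; some results filed as inactive read as strong as hits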
Target sequence (P30559 whole entry, looked up): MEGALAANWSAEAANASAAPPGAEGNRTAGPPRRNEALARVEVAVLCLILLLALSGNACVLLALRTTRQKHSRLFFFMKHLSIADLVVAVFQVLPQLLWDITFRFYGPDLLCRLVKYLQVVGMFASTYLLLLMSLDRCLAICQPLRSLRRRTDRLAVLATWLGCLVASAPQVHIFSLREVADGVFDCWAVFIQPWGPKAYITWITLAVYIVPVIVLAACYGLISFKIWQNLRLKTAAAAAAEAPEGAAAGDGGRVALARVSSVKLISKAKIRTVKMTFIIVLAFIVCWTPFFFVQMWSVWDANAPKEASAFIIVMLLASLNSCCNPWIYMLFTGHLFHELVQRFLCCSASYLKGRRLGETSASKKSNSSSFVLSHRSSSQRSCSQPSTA
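Assay system: CHO cell line stably expressing human OTR | Also added: Oxytocin at about EC15, sub-maximal agonist stimulus | Times: Compound 6 min at room temperature before oxytocin, 100 s read | Measured by: Fluo-8 intracellular calcium fluorescence, ex 470-495, em 515-575 nm | Controls: EC15 oxytocin alone as 0%, 75 nM oxytocin as 100%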
CHO-K1 Ca ag: counter-screen for M1 agonists: effect in parental CHO-K1 cells; Fluo-8 calcium fluorescence; scaled to maximal ATP response, vehicle zero; activation, % at 3 µM; 360,000 compounds, 0.48% hits; AID 602248, 2012; in the data active = activation above about 15%;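 note: untransfected CHO-K1 host cells lacking M1 receptor as counterscreen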
M1 antag: human M1 muscarinic receptor antagonists, primary screen, CHO-K1 cells, Fluo-8 calcium fluorescence, 1536-well; Muscarinic acetylcholine receptor M1 (Homo sapiens), P11229; CHO-K1 hM1, ACh EC80 antagonist; inhibition, % at 3 µM; 360,000 compounds, 1.3% hits;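 active = percent inhibition above its own plate's cutoff, namely the mean of that plate's compound wells plus 3 SD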;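 note: peak over basal fluorescence ratio during 140 s after agonist addition; 0% = ACh EC80 plus DMSO and 100% = DMSO alone without agonist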
CHO-K1 Ca antag: nonselective inhibitor or artifact in parental CHO-K1 cells; inhibition, % at 3 µM; AID 602250; 360,000 compounds, 0.6% hits; ATP-induced calcium, Fluo-8 fluorescence;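 active = inhibition above a per-plate cutoff, the plate's mean sample inhibition plus 3 SD, cut at about 24% in these data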;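 note: 0% = DMSO plus EC80 ATP and 100% = DMSO alone without ATP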
TAAR1 ag: human TAAR1 agonists, primary screen, Fluo-8 calcium fluorescence, CHO RD-HGA16 cells; Trace amine-associated receptor 1 (Homo sapiens), Q96RJ0; vehicle wells 0%, saturating PEA agonist 100%; activation, % at 3 µM; 360,000 compounds, 0.99% hits; AID 624467, 2012;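 active = activation above the mean activation of all test compounds in the run plus 3 SD, cut at about 38% in these data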
Target sequence (Q96RJ0 whole entry, looked up): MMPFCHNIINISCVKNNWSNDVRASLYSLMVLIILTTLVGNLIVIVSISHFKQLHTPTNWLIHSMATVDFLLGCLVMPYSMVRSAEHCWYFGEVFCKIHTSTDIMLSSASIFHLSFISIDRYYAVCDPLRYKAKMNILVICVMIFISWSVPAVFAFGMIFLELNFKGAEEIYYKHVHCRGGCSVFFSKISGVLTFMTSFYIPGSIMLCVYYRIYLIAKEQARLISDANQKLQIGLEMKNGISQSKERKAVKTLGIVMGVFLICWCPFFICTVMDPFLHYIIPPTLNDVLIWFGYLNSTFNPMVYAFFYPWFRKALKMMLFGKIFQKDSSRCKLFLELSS
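Test system: RD-HGA16 (CHO) cells co-expressing Gα16 and hTAAR1; dosing: one-point dosing at 3 µM (nominal); timing: 17-24 h seeding, 75 min 37 °C dye, 30 min RT; signal: kinetic Fluo-8 calcium fluorescence; read-out basis: % activation relative to PEA EC100 response; controls: DMSO and PEA EC100; replicates: n 1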
TAAR1 antag: human TAAR1 antagonists, primary screen, Fluo-8 calcium fluorescence, CHO RD-HGA16 cells; antagonist; 360,000 compounds, 1.5% hits; inhibition, % at 3 µM; AID 624466, 2012;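 active = inhibition above a per-plate cutoff, the mean inhibition of test compounds on that plate plus 3 SD, cut at about 49% in these data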;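 note: 0% = DMSO plus EC80 beta-PEA response and 100% = DMSO alone without agonist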
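Test system – hTAAR1-expressing CHO RD-HGA16 cells, Gα16-coupled · Also added – β-PEA at EC80 concentration, post-compound challenge · Compound – 3 µM, single point · Incubation – dye loading 75 min at 37 °C, then 30 min room temperature · Measured by – Fluo-8 intracellular calcium dye fluorescence, real-time kinetic reads · Benchmarks – vehicle and agonist controls · Replicates – singlicate, one well per test compound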
CHO parental Ca: ATP-evoked calcium signal inhibitors, parental CHO, primary screen, counter-screen for OX1R antagonist project, cell-based, fluorescence, Fluo-8 calcium dye. 330,000 compounds, 0.63% hits. AID 463079, 2010. parental CHO-K1, ATP-induced calcium, Fluo-8 fluorescence. inhibition, % at 5.6 µM;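 active = inhibition above that plate's mean sample inhibition plus 3 SD, cut at about 26% in these data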;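 note: 0% = ATP-challenged DMSO wells and 100% = DMSO wells without ATP; some compounds past the cut are filed as inactive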
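Test system: untransfected parental CHO cell line. Compound: one dose, 5.6 µM nominal. Detection: intracellular calcium via Fluo-8 no-wash fluorescent dye. Measure: % inhibition. Benchmarks: ATP-challenged DMSO wells low, unchallenged DMSO wells high.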
M1 ag: human M1 muscarinic receptor agonists, primary screen, Fluo-8 calcium fluorescence, CHO-K1 cells, HTS; CHO-K1 hM1, agonist mode; 0% DMSO, 100% acetylcholine EC100; activation, % at 3 µM; 360,000 compounds, 0.33% hits; AID 588814, 2011;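 active = activation above the run's mean compound activation plus 3 SD, cut at about 16% in these data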;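 note: peak over basal fluorescence ratio within a 140 s kinetic read after compound addition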
* = called active by the depositor; · = not tested or not shown.

#	Compound	M1 PAM parental	CHO-K1 Ca ag	TAAR1 ag	CHO parental Ca	TAAR1 antag	M1 antag	CHO-K1 Ca antag	M1 ag	OXTR potentiator
1	COc1cccc(N/C(=N/C(=S)Nc2ccc(C)cc2C)Nc2nc(C)cc(C)n2)c1	16	1.7	11	-14	-23	-4	-6	-7	-2
2	CCN(CC)CCSc1nnc2c3ccccc3n(CCc3ccccc3)c2n1	-4	0.7	8	-24	-9	21	-7	-8	-15
3	COc1ccc2sc(-c3ccccc3OC)c(-c3ccc(OCCN(C)C)cc3)c2c1	15	5.6	19	14	2	0	0	8	·
4	Cc1ccc(NC(CNS(=O)(=O)c2ccc(Cl)cc2)c2ccccc2)cc1 (stereo not drawn)	-3	-0.4	-1	29	25	-18	-13	-4	-23
5	COc1ccc(C2SCC(=O)N2c2ccccc2)cc1 (stereo not drawn)	-6	-0.1	9	-15	-11	-4	-4	-6	1
6	CC(C)(C)c1ccc(OCc2ccc(C(=O)NCc3cccnc3)o2)cc1	7	12	16	37*	53*	20	8	-9	-17
7	Cc1cc(C)c2cc(CN(CCCN(C)C)C(=S)NCc3ccccc3)c(=O)[nH]c2c1	22	0.5	5	-8	-23	-3	-11	-7	2
8	CC1CC(C)CN(S(=O)(=O)c2ccc(NC(=O)[C@@H]3CCCN3C(=O)c3cccs3)cc2)C1 (stereo partly drawn)	14	-0.2	9	10	-7	30*	-10	-7	-6

(next part)
#	Compound	M1 PAM parental	CHO-K1 Ca ag	TAAR1 ag	CHO parental Ca	TAAR1 antag	M1 antag	CHO-K1 Ca antag	M1 ag	OXTR potentiator
9	O=C(Cn1cnc2c(nnn2Cc2ccc(Cl)cc2)c1=O)c1ccccc1	-12	-0.1	8	-6	45	10	16	0	-8
10	O=C(CN1C(=O)c2ccccc2S1(=O)=O)Nc1ccc(S(=O)(=O)N2CCCC2)cc1	8	2.2	8	-2	8	-7	-14	-11	-3
11	CC(C)N1CCc2c(sc(NC(=O)c3ccc(S(=O)(=O)N4CCOCC4)cc3)c2C#N)C1	10	0.8	·	13	·	1	1	-4	-2
12	COc1cccc(NC(=O)C2(C)CCN2Cc2ccc(-c3ccccc3)o2)c1 (stereo not drawn)	-12	-0.4	0	·	-13	-3	9	-7	·
13	CCn1c(=O)cc(OCC(=O)NCc2cccs2)c2ccccc21	27	1.7	6	-3	-3	-4	-12	-9	-5
14	COc1ccccc1NC(=O)CC1S/C(=N/N=C2\CCCc3ccccc32)NC1=O (stereo not drawn)	15	0.3	1	6	1	-6	-15	-2	-17
15	COC(C[C@@H]1O[C@@H]1[C@@H](O)[C@H](C)OCc1ccccc1)OC	-1	0.0	2	·	1	-5	-15	-2	·
16	Cc1nc(Nc2ccc(Cl)cc2Cl)sc1C(=O)Nc1ccccc1	4	4.6	-1	-18	28	7	-2	-10	-7

The listing continues.
#	Compound	M1 PAM parental	CHO-K1 Ca ag	TAAR1 ag	CHO parental Ca	TAAR1 antag	M1 antag	CHO-K1 Ca antag	M1 ag	OXTR potentiator
17	CCOc1ccc2nc(SC(CC)C(=O)Nc3cc(C)on3)sc2c1 (stereo not drawn)	20	0.8	22	-10	16	-21	-13	1	-13
18	COc1ccc(CCNC(=O)c2cc3sccc3n2C)cc1OC	9	1.7	5	-26	10	-2	0	-2	-8
19	NS(=O)(=O)c1ccc(NC(=S)NC2CCCC2)cc1	22	0.4	2	9	3	-4	-7	-3	-8
20	c1ccc(COc2ccc(-c3cc4nc(NCCCn5ccnc5)ccn4n3)cc2)cc1	17	7.1	15	·	53*	19	-5	-5	·
21	CC(=O)NC(c1ccco1)c1cc(Cl)c2ccc(Cl)nc2c1O (stereo not drawn)	12	0.0	1	-12	15	4	-12	-6	-1
22	CCc1[nH]c(=O)c(C#N)c2c1CSC(C)(C)C2	-2	0.3	·	1	·	-6	-10	-3	0
23	COc1ccc(CCCc2nnc(SCC(=O)NN)o2)cc1	15	0.1	0	-16	-10	-2	4	-7	-2
24	O=C(NCCN1CCCCCC1)c1ccc(N2CCCC2=O)cc1	14	0.9	4	-13	-6	4	1	-7	-2

Other structures
#	Compound	M1 PAM parental	CHO-K1 Ca ag	TAAR1 ag	CHO parental Ca	TAAR1 antag	M1 antag	CHO-K1 Ca antag	M1 ag	OXTR potentiator
25	O=C(CN1C(=O)C2CC=CCC2C1=O)Nc1nc2ccccc2s1 (stereo not drawn)	19	0.9	12	-3	8	-8	-15	-3	-7
26	COCCN(CC(=O)Nc1cccc(C)c1C)C(=O)c1oc2ccccc2c1C	7	3.7	13	-19	32	2	-9	-1	-7
27	CC(C)Cc1ccc(CN2CCCC(NC(=O)CCN3CCCO3)C2)cc1 (stereo not drawn)	11	2.0	1	-5	-6	-5	-1	-6	0
28	C/C=C/c1ccc(OC)c(OC(C)=O)c1	9	0.8	3	1	6	-13	-6	-3	-10
29	O=C(Cc1cccs1)NNC(=O)C12CC3CC(CC(C3)C1)C2	22	3.4	0	-1	9	-5	-10	-8	4
30	CNC(=O)c1[nH]cnc1C(=O)NCC(=O)OCc1ccccc1	11	6.8	20	-9	42	7	-14	0	-4
31	CCN(c1ccc(OC)cc1)S(=O)(=O)c1nnc(NC(=O)C(C)C)s1	0	-0.6	3	·	-27	-8	7	-4	·
32	CCOCCn1c(SCCc2ccccc2)nc2c1c(=O)[nH]c(=O)n2C	9	3.0	-1	-14	-20	-6	-1	-4	-3

More structures follow:
#	Compound	M1 PAM parental	CHO-K1 Ca ag	TAAR1 ag	CHO parental Ca	TAAR1 antag	M1 antag	CHO-K1 Ca antag	M1 ag	OXTR potentiator
33	c1ccc(OCc2nn3c(-c4ccccn4)nnc3s2)cc1	6	1.5	2	-1	-3	-9	-3	-3	3
34	CC1(C(=O)NS(=O)(=O)C2CC2)CCCN(C(=O)c2ccccc2OC(F)(F)F)C1 (stereo not drawn)	-5	-0.2	5	·	-17	-2	-2	-1	·
35	O=C(NCC(O)c1ccc([N+](=O)[O-])cc1)C1=COCCO1 (stereo not drawn)	11	0.0	3	-7	4	-2	-7	-1	-1
36	Cc1cc(=O)[nH]c(N2CCN(C(c3ccccc3)c3ccccc3)CC2)n1	12	-0.1	4	-17	-6	-24	-15	-8	-9
37	Cc1ccc(Sc2sc(=O)n(C)c2S(=O)(=O)c2ccc(C)cc2)cc1	6	0.2	4	-24	-8	-3	-3	-4	-2
38	O=C(Nc1nncs1)C1(c2ccccc2)CCCC1	-6	0.1	0	-6	-10	5	19	-2	-5
39	Cc1ccc(NC(=S)N2CCCC2)cc1	15	-0.2	2	-6	-13	2	-6	-3	-12
40	COc1ccc(OCC(=O)NC2CCCN(Cc3ccc(Cl)cc3)C2)cc1 (stereo not drawn)	17	0.1	0	-20	-28	-9	-13	-5	-8

(further entries)
#	Compound	M1 PAM parental	CHO-K1 Ca ag	TAAR1 ag	CHO parental Ca	TAAR1 antag	M1 antag	CHO-K1 Ca antag	M1 ag	OXTR potentiator
41	CCCn1c(C)nc2c(c1=O)c1nc3ccccc3nc1n2-c1ccccc1	24	1.2	0	·	-5	-20	-18	-1	·
42	COc1cccc(-n2c(-c3ccccc3)c[nH]c2=S)c1	16	0.3	-3	-5	9	-12	-13	-4	3
43	O=C(CN1CCN(S(=O)(=O)c2ccccc2)CC1)Nc1ccc(Cl)c(Cl)c1	3	3.5	16	-5	21	14	4	0	-6
44	CCOC(=O)Cn1nnc(-c2ccc(S(C)(=O)=O)cc2)n1	15	0.8	2	-12	-3	-8	-12	-4	-4
45	O=C(Cn1cnc2c(NCc3ccccc3)ncnc21)NCc1ccc2c(c1)OCO2	13	0.3	2	-5	-17	-16	-10	4	·
46	Cc1ccc(NS(=O)(=O)c2c(C(=O)N3CCCC3)c(C)n(C)c2C)cc1	2	0.1	6	-4	-15	-12	-13	0	-2
47	CC(=O)N1N=C(c2cccc([N+](=O)[O-])c2)OC1c1ccc(Br)cc1 (stereo not drawn)	-28	1.0	-1	0	-6	1	20	1	4

Exported with two lines to a compound: entries from further up.
Every second line gives: M1 PAM parental	CHO-K1 Ca ag	TAAR1 ag	CHO parental Ca	TAAR1 antag	M1 antag	CHO-K1 Ca antag	M1 ag	OXTR potentiator
27: CC(C)Cc1ccc(CN2CCCC(NC(=O)CCN3CCCO3)C2)cc1 (stereo not drawn)
 : 11	2.0	1	-5	-6	-5	-1	-6	0
28: C/C=C/c1ccc(OC)c(OC(C)=O)c1
 : 9	0.8	3	1	6	-13	-6	-3	-10
29: O=C(Cc1cccs1)NNC(=O)C12CC3CC(CC(C3)C1)C2
 : 22	3.4	0	-1	9	-5	-10	-8	4
30: CNC(=O)c1[nH]cnc1C(=O)NCC(=O)OCc1ccccc1
 : 11	6.8	20	-9	42	7	-14	0	-4
31: CCN(c1ccc(OC)cc1)S(=O)(=O)c1nnc(NC(=O)C(C)C)s1
 : 0	-0.6	3	·	-27	-8	7	-4	·
32: CCOCCn1c(SCCc2ccccc2)nc2c1c(=O)[nH]c(=O)n2C
 : 9	3.0	-1	-14	-20	-6	-1	-4	-3
33: c1ccc(OCc2nn3c(-c4ccccn4)nnc3s2)cc1
 : 6	1.5	2	-1	-3	-9	-3	-3	3

Rows were taken by chance. About 4.2% of those tested had a hit in this group.
